From PubChem BioAssay
HCV NS3 hel inh – inhibitors of Hepatitis C virus NS3 helicase; NS3 helicase DNA unwinding, Cy5 molecular beacon fluorescence; inhibition, % at 10.9 µM; 290,000 tested, 0.56% active; AID 1800;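 active = inhibition above the mean of all tested compounds plus 3 SD, set per campaign, cut at about 35% in these data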;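 note: 0% = DMSO wells and 100% = thioflavine S control wells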
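Control set: DMSO versus 110 µM thioflavine S; Material: NS3 helicase fragment of HCV; Measured by: Cy5 fluorescence at 0 and 60 min, beacon hairpin quenching; Read-out basis: percent inhibition from t60/t0 fluorescence ratio; Times: reaction time 60 min, 25 °C; Repeats: single replicate; Compound dosing: single dose, 10.9 µM nominal final, DMSO 0.8% final.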
PHOSPHO1 inh – inhibitors of human PHOSPHO1 phosphatase | Q8TCT1 | recombinant PHOSPHO1, absorbance phosphatase assay | inhibition, % at 13.3 µM | 290,000 tested, 1.1% active; in the data active = inhibition above about 60%
Target sequence (Q8TCT1 whole entry, looked up): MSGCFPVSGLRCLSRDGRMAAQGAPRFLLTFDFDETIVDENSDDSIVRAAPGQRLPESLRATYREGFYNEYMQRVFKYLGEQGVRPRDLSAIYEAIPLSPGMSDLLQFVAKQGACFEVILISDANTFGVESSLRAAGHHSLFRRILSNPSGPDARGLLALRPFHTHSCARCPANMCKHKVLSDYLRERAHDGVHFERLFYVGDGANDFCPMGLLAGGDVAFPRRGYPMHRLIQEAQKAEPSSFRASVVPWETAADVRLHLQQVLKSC
IMP-1 inh – blocks Pseudomonas aeruginosa IMP-1 metallo-beta-lactamase; AID 1556; inhibition, % at 5.6 µM; 290,000 tested, 0.45% active; purified IMP-1, nitrocefin hydrolysis, epi-absorbance fluorescence;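 active = inhibition above the mean plus 3 SD of all compounds in the same screening run, cut at about 4.5% in these data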;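 note: 0% = IMP-1 with DMSO and 100% = DMSO wells lacking enzyme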
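System: purified IMP-1; amount: IMP-1 0.2 nM before substrate addition; compound: single dose, 5.6 µM; times: 25 °C, 15 min preincubation, 25 min reaction; signal: Epi-absorbance via hydrolysed-nitrocefin quenching of white-plate fluorescence, 480/530 nm, EDTA stop; benchmarks: DMSO with and without IMP-1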
pCIP destab – p/CIP protein destabilization; AID 1984; 290,000 tested, 0.01% active; decrease of EGFP signal, % at 10 µM; F442A p/CIP-EGFP cells, EGFP fluorescence, 16 h; Q05BA5;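 active = EGFP signal decrease of at least 30% at 10 µM or well 3 SD below plate mean, unless failing retest; inactive = the rest, including hits failing retest or dose response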; note: some compounds called inactive have numbers as strong as hits; many of its hits are not listed in these tables
SUMO HTRF inh – SUMOylation inhibition. HTRF SUMOylation assay, SAE1/SAE2 + UBC9, in vitro. inhibition, % at 35 µM. 290,000 tested, 0.36% active. AID 2006; in the data active = inhibition above about 50%, passing the limit was not always enough; note: strong numbers were not always called active
Target sequence (P63279 whole entry, looked up): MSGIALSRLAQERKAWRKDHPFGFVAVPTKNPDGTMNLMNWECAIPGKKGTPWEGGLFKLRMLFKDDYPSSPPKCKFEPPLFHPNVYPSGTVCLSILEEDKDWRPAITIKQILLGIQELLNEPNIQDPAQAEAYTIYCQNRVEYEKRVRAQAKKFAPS
DNA FID counter – counter-screen for HCV NS3 helicase inhibitors: DNA intercalator displacement | 290,000 tested, 0.17% active | inhibition, % at 7.9 µM | DNA fluorescent intercalator displacement, fluorescence; in the data active = inhibition above about 37%;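 note: 0% = vehicle and 100% = reference compound; higher means more ethidium bromide displaced from hairpin DNA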
VIM-2 inhibitor – blocks Pseudomonas aeruginosa VIM-2 metallo-beta-lactamase; purified VIM-2, nitrocefin hydrolysis, epi-absorbance fluorescence; 290,000 tested, 0.89% active; inhibition, % at 5.6 µM; AID 1527;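 active = inhibition above the mean of all tested compounds plus 3 SD, cutoff set per screening run, cut at about 7.5% in these data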;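 note: red hydrolysis product quenches plate fluorescence so inhibitors raise well fluorescence; 0% = enzyme with DMSO and 100% = DMSO without enzyme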
IDE act – IDE (human) activation, cell-based | HEK cells, FAbeta-B cleavage, fluorescence polarization; 0% vehicle, 100% cell-free pure enzyme wells | activation, % at 5.96 µM | 340,000 tested, 0.073% active | AID 493087;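 active = activation above the mean of all tested compounds plus 3 SD, set per screening campaign, cut at about 17% in these data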
MEKK3 PB1 HTS – raises or lowers MEK5 binding to the human MEKK3 PB1 domain; binding response (% of control), % at 10 µM; 290,000 tested, 1.4% active; Q99759; bead-based flow cytometry, Alexa488-MEK5 binding to MEKK3; actives lie on both sides; 0 = blocked by unlabeled MEK5, 100 = vehicle;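 active = binding response more than 3 SD above or below the average of its plate-row segment, actives on both sides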;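 note: Alexa488 bead fluorescence after subtracting the streptavidin-only scavenger bead signal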
Target sequence (Q99759 whole entry, looked up, the tested form may be a part): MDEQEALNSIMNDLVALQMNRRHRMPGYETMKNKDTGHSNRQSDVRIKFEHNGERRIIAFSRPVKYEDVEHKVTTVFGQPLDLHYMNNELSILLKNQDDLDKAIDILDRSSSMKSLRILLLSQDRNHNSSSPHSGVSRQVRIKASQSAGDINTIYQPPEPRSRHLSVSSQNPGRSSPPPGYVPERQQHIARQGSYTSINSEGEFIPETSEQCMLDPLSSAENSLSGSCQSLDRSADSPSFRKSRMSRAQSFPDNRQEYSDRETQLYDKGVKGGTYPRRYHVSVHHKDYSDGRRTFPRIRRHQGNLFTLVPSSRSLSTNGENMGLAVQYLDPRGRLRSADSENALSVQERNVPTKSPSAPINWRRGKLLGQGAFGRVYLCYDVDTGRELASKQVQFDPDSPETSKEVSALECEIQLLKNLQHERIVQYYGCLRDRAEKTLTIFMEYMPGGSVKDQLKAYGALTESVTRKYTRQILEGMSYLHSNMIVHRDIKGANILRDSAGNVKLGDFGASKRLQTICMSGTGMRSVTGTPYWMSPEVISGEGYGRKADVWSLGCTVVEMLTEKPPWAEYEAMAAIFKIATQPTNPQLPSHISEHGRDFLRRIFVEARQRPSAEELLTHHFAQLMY
* marks the source's active call; other numbers are inactive results; . = no result given; [ ] = another dose, or the depositor's remark.

Letters: A = HCV NS3 hel inh; B = PHOSPHO1 inh; C = IMP-1 inh; D = pCIP destab; E = SUMO HTRF inh; F = DNA FID counter; G = VIM-2 inhibitor; H = IDE act; I = MEKK3 PB1 HTS
Nc1[nH]c(N=NC(=O)c2ccccc2)c2ccccc12
  A: -1	B: 19	C: -3.1	D: 2	E: 10	F: -11	G: -4.2	H: 5	I: 101
CN(C)c1ccc(C(=O)NN2C(=O)c3ccccc3C2=O)cc1
  A: 10	B: -10	C: -3.4	D: 3	E: -14	F: -4	G: -3.8	H: -2	I: 132*
COC(=O)c1sccc1NC(=O)Cn1nnc(-c2ccc(C)cc2)n1
  A: 4	B: 44	C: 1.2	D: 4	E: -14	F: -3	G: 1.2	H: 2	I: 102
CCOc1ccc(S(=O)(=O)N2CCCC(C(=O)NCc3ccccc3)C2)cc1 (configuration not stated)
  A: -5	B: 19	C: -0.8	D: -7	E: 14	F: -25	G: 0.7	H: 2	I: 98
CCn1cc(C(=O)Nc2ccc(C)cc2C)c(=O)c2ccc(C)nc21
  A: -1	B: -1	C: -0.6	D: -3	E: 15	F: 2	G: -2.0	H: .	I: 97
CCOC(=O)c1ccc2nc(C)c(CCC(C)=O)c(Cl)c2c1
  A: 6	B: 36	C: -1.6	D: -15	E: 25	F: -17	G: 0.1	H: -3	I: 106
CCN(CC)C1=NS(=O)(=O)c2cc([N+](=O)[O-])ccc21
  A: 5	B: -8	C: -2.3	D: -5	E: 6	F: 2	G: -0.6	H: -2	I: 101
Cc1c(C(=O)N/N=C/c2cccs2)nnn1-c1nonc1N
  A: 6	B: 2	C: -4.3	D: -2	E: 3	F: -4	G: -3.0	H: 0	I: 102
O=C(O)c1cc(S(=O)(=O)N(Cc2ccccc2)c2ccccc2Cl)ccc1Cl
  A: 27	B: 28	C: -3.0	D: 3	E: 4	F: -12	G: 2.0	H: -1	I: 101
Cc1cc(Cl)ccc1NC(=O)CSc1nnc(Cc2cccs2)n1Cc1ccco1
  A: 8	B: 4	C: -2.6	D: -12	E: 11	F: -24	G: -4.5	H: -1	I: 105
O=C(N/N=C/C=C/c1ccccc1)C1CC1(c1ccccc1)c1ccccc1 (configuration not stated)
  A: -5	B: -3	C: -3.9	D: -4	E: 0	F: -6	G: -2.8	H: -1	I: 99
CCCCOc1ccc(OCCNC(=O)C2CCCN2C(=O)Nc2ccccc2)cc1 (configuration not stated)
  A: -5	B: 49	C: 1.4	D: -12	E: -13	F: -38	G: -2.1	H: 4	I: 101
CCCC1=C(C(=O)OCC)C(c2ccc(N(C)C)cc2)n2ncnc2N1 (configuration not stated)
  A: 1	B: 19	C: -3.7	D: -7	E: 13	F: -18	G: -3.8	H: -2	I: 99
N#C/C(=C\c1cccs1)C(=O)N1CCOCC1
  A: -4	B: -5	C: -2.8	D: -8	E: 13	F: 1	G: 0.0	H: 2	I: 104
COc1ccc(/C=C2/SC(=S)N(NS(=O)(=O)c3ccccc3)C2=O)cc1
  A: 6	B: 24	C: -1.5	D: -1	E: 15	F: -10	G: -3.0	H: 4	I: 96

Random excerpt: 2 entries already listed, in no set order.
Letters: A = HCV NS3 hel inh; B = PHOSPHO1 inh; C = IMP-1 inh; D = pCIP destab; E = SUMO HTRF inh; F = DNA FID counter; G = VIM-2 inhibitor; H = IDE act; I = MEKK3 PB1 HTS
O=C(N/N=C/C=C/c1ccccc1)C1CC1(c1ccccc1)c1ccccc1 (configuration not stated)
  A: -5	B: -3	C: -3.9	D: -4	E: 0	F: -6	G: -2.8	H: -1	I: 99
Cc1cc(Cl)ccc1NC(=O)CSc1nnc(Cc2cccs2)n1Cc1ccco1
  A: 8	B: 4	C: -2.6	D: -12	E: 11	F: -24	G: -4.5	H: -1	I: 105

The listing continues:
Letters: A = HCV NS3 hel inh; B = PHOSPHO1 inh; C = IMP-1 inh; D = pCIP destab; E = SUMO HTRF inh; F = DNA FID counter; G = VIM-2 inhibitor; H = IDE act; I = MEKK3 PB1 HTS
Cc1ccc(NC(=O)CCNC(=O)c2ccc([N+](=O)[O-])cc2)cc1S(=O)(=O)N(C)C
  A: -3	B: -14	C: -2.2	D: 8	E: 4	F: 2	G: -1.8	H: 6	I: 104
Cc1ccc(S(=O)(=O)N2CCCCC2)cc1NC(=O)COc1ccccc1F
  A: 6	B: 12	C: -1.6	D: -4	E: -8	F: -11	G: -0.9	H: 5	I: 94
CCCCn1c(N)c(N(CC)C(=O)c2cc(C)cc(C)c2)c(=O)[nH]c1=O
  A: 0	B: 37	C: -0.3	D: -8	E: 3	F: -15	G: -0.1	H: 5	I: 101
COc1ccc(CCNC(=O)C2CCN(S(=O)(=O)N3CCC(C)CC3)CC2)cc1OC
  A: -5	B: 42	C: -1.3	D: -3	E: 9	F: -47	G: -2.1	H: 3	I: 103
O=C1C2C3C=CC(C3)C2C(=O)N1CCCCCCN1C(=O)C2C3C=CC(C3)C2C1=O (configuration not stated)
  A: -10	B: 45	C: -1.4	D: -14	E: 12	F: -25	G: 1.4	H: -7	I: 90
Cc1ccccc1OCCCC(=O)NC1CCCCC1
  A: 4	B: -13	C: -1.2	D: 5	E: -2	F: -19	G: -0.6	H: 2	I: 94
CC(C)CC(=O)Nc1ccccc1N1CCN(c2ccc(F)cc2)CC1
  A: 11	B: -26	C: -3.0	D: 9	E: 17	F: -22	G: -0.7	H: 11	I: 98
CC(C)NC(=O)NNc1c(Cl)cncc1Cl
  A: 2	B: 37	C: -2.7	D: -4	E: 12	F: -2	G: -2.1	H: .	I: 95
O=C(O)C1CC(c2ccccc2)=Nc2ccccc2S1 (configuration not stated)
  A: 16	B: 12	C: -2.6	D: -7	E: -18	F: -9	G: 0.8	H: 1	I: 104
COc1cc(NC(=O)COC(=O)CNC(=O)c2ccc(C)s2)cc(OC)c1
  A: -2	B: 20	C: -2.2	D: -1	E: -7	F: -8	G: -0.7	H: .	I: 97
O=C(N/N=C/c1ccc2c(c1)OCO2)C(=O)Nc1ccccc1Cl
  A: -4	B: 26	C: -3.0	D: -9	E: 9	F: -14	G: -2.1	H: -1	I: 100
COc1ccccc1C(=O)Nc1nnc(-c2ccc(F)cc2)o1
  A: 5	B: -9	C: -3.4	D: -2	E: 16	F: -14	G: -3.7	H: 4	I: 104
Cc1ccc2cc(C#N)c(SCC(=O)NCc3ccco3)nc2c1
  A: 13	B: 30	C: 1.7	D: -12	E: 14	F: -11	G: 1.6	H: 4	I: 2.0*[inhibitor]
CCOc1ccc(C2=Nn3c(nnc3-c3ccco3)SC2)cc1
  A: -6	B: 38	C: -3.1	D: -17	E: 22	F: -8	G: 2.3	H: 1	I: 96
OCCC1CN(Cc2cnc(N3CCOCC3)s2)CCN1C1CCCC1 (configuration not stated)
  A: 6	B: 20	C: -2.4	D: -9	E: -2	F: 6	G: -2.5	H: -1	I: 92

An excerpt of these results, as labelled records:
O=C1C2C3C=CC(C3)C2C(=O)N1CCCCCCN1C(=O)C2C3C=CC(C3)C2C1=O (configuration not stated)
  HCV NS3 hel inh: -10 | PHOSPHO1 inh: 45 | IMP-1 inh: -1.4 | pCIP destab: -14 | SUMO HTRF inh: 12 | DNA FID counter: -25 | VIM-2 inhibitor: 1.4 | IDE act: -7 | MEKK3 PB1 HTS: 90
CC(C)NC(=O)NNc1c(Cl)cncc1Cl
  HCV NS3 hel inh: 2 | PHOSPHO1 inh: 37 | IMP-1 inh: -2.7 | pCIP destab: -4 | SUMO HTRF inh: 12 | DNA FID counter: -2 | VIM-2 inhibitor: -2.1 | IDE act: . | MEKK3 PB1 HTS: 95

Next section
Letters: A = HCV NS3 hel inh; B = PHOSPHO1 inh; C = IMP-1 inh; D = pCIP destab; E = SUMO HTRF inh; F = DNA FID counter; G = VIM-2 inhibitor; H = IDE act; I = MEKK3 PB1 HTS
CC(C)OC(=O)CSc1nnc(Cc2ccccc2)n1CC1CCCO1 (configuration not stated)
  A: -1	B: 17	C: -3.3	D: 0	E: 8	F: -13	G: 0.0	H: -5	I: 97
CS(=O)(=O)c1ccccc1C(=O)Nc1cc2c(cc1C(=O)O)OCCCO2
  A: 16	B: 22	C: -2.5	D: -24	E: 7	F: -17	G: -3.2	H: -4	I: 100
CCOC(=O)Cc1csc(NC(=O)CSc2nncn2C)n1
  A: -13	B: -3	C: 2.4	D: -39	E: 4	F: -9	G: -1.1	H: 2	I: 94
CCOC(=O)c1ccccc1NC(=O)Cn1cnc2c(nnn2-c2ccc(C)cc2)c1=O
  A: 4	B: 15	C: -8.8	D: -19	E: 5	F: -4	G: -1.9	H: 6	I: 112
Cc1ccc(S(=O)(=O)/N=C2/NC(=O)/C(=C/c3ccncc3)S2)cc1
  A: 17	B: 3	C: -1.9	D: -8	E: 13	F: -18	G: -0.4	H: .	I: 88
O=C(Cn1nnc(-c2ccccc2NC(=O)c2ccccc2)n1)Nc1ccc2c(c1)OCCO2
  A: 6	B: 24	C: -1.6	D: -1	E: 2	F: 4	G: 1.2	H: 1	I: 105
O=C(c1ccco1)N1CCN(S(=O)(=O)c2ccc(S(=O)(=O)NC3CCCC3)cc2)CC1
  A: -6	B: -5	C: -1.5	D: 3	E: -14	F: -18	G: -2.8	H: -1	I: 96
CSc1ccc(/C=N/NC(=O)c2sccc2C)cc1
  A: -6	B: -27	C: -3.9	D: 2	E: 2	F: -3	G: -2.3	H: 4	I: 111
O=C(c1ccc2c(c1)OCO2)C1CCCN(Cc2ccc(OC(F)F)cc2)C1 (configuration not stated)
  A: -9	B: 19	C: -2.0	D: 0	E: 9	F: 13	G: 0.3	H: 1	I: 101
CC(C(=O)Nc1ccc2c(c1)OCCO2)n1nnc(-c2ccccc2)n1 (configuration not stated)
  A: -4	B: 6	C: -4.2	D: 8	E: 0	F: -6	G: -3.5	H: 3	I: 105
c1ccc(CCNc2ncnc3sccc23)nc1
  A: 6	B: 24	C: -0.7	D: -3	E: -4	F: -2	G: -4.7	H: 1	I: 103
Cc1cc(C)cc(NC(=S)Nc2cccc3cnccc23)c1
  A: -15	B: 27	C: -1.9	D: -21	E: 94	F: 3	G: -0.7	H: -3	I: 107
Cn1c(/C(C#N)=C(\O)COc2ccc3ccccc3c2)nc2ccccc21
  A: 4	B: -9	C: -3.0	D: -9	E: 24	F: -3	G: -2.1	H: 5	I: 98
O=C(Nc1c(Cl)cc(Cl)cc1C(=O)NCCN1CCOCC1)c1ccc(Cl)cc1Cl
  A: -13	B: 2	C: 1.1	D: -6	E: 14	F: -8	G: -1.9	H: 9	I: 100
O=C(O)c1cccc(Cn2c(Cl)c(/C=N/Nc3ccccc3)sc2=O)c1
  A: 3	B: -10	C: -1.1	D: -4	E: 29	F: -16	G: 2.2	H: -7	I: 89
O=C(Nc1ccc(Cl)cc1)C1CCCN1C(=O)NCc1ccccc1 (configuration not stated)
  A: 6	B: 35	C: -2.5	D: -11	E: 15	F: -15	G: -2.9	H: 2	I: 97
COc1ccccc1N(C)S(=O)(=O)c1ccc(Cl)c(C(=O)N2CCC(C(N)=O)CC2)c1
  A: 7	B: 27	C: -3.5	D: 2	E: 2	F: 2	G: -2.0	H: 8	I: 84
COc1ccccc1/C=C/C(=O)NCC(=O)N/N=C/c1ccc(C(=O)O)cc1
  A: -3	B: 13	C: -2.2	D: -8	E: 21	F: -24	G: -0.9	H: 0	I: 102

Some of the compounds tested; the hit share may differ from the screen's.
